POLH inh: qHTS for Inhibitors of Polymerase Eta | DNA polymerase eta (Homo sapiens), Q9Y253 | recombinant Pol eta, fluorescent DNA replication assay | Potency, µM (top dose mostly 114 µM), for the others: top-dose activity change, negative = inhibition, usual class: inhibitors | 390,000 compounds, 1.2% hits | AID 588591, 2011; also: potency is read from the fitted curve at half-maximal effect; % is scaled to controls: 0 for no effect and ±100 for the full control effect
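Pol eta at 10 nM preincubated with compounds 15 min at room temperature; reaction started with fluorescent substrate (50 nM final) and read kinetically at 0 and 10 min.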
RXFP1 antag: qHTS Assay for Antagonists of the Relaxin Receptor RXFP1. Relaxin receptor 1 (Homo sapiens), Q9HBX9. HEK293-RXFP1, relaxin-stimulated cAMP HTRF, 30 min; active compounds read low. activity change, negative = inhibition, % at 57.5 µM. 350,000 compounds, 0.59% hits. AID 1259400, 2018;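 active = activity change of -60% or lower, but not beyond a set lower limit; inconclusive = change between -60% and -40%, or beyond the set limit; inactive = change above -40%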; also: % is scaled to controls: 0 for no effect and ±100 for the full control effect
Target sequence (Q9HBX9 whole entry, looked up): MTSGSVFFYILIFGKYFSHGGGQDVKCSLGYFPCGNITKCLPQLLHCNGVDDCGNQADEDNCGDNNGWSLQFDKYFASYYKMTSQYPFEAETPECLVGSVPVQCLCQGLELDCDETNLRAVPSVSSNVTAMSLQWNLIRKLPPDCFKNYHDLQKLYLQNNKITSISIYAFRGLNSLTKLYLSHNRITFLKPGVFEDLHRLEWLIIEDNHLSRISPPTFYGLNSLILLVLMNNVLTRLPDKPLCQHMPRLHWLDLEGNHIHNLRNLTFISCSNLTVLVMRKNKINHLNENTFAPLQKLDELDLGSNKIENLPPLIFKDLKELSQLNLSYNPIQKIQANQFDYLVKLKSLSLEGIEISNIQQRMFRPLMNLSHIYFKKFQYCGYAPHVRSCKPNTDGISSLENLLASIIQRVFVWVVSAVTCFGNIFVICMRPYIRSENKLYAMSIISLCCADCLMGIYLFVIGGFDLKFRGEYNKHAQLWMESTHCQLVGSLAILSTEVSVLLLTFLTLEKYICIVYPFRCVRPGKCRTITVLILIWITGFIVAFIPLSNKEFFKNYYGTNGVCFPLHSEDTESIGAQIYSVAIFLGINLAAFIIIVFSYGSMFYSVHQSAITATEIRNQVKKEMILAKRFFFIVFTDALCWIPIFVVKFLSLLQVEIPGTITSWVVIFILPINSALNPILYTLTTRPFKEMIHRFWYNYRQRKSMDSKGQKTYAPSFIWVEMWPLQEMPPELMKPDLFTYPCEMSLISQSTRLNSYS
Anesthetic bind: qHTS Assay for Identification of Novel General Anesthetics. Ferritin light chain (Equus caballus), P02791. apoferritin/1-aminoanthracene competitive binding, fluorescence. Potency, µM (doses to about 77.5 µM), without a hit: at the top dose activity change, negative = displacement, hits mostly inhibitors. 350,000 compounds, 0.074% hits. AID 485281, 2010; also: potency is read from the fitted curve at half-maximal effect; % is scaled to controls: 0 for no effect and ±100 for the full control effect; nearly all actives have a fitted effect of over 20% in size
Target sequence (P02791 2-175 limits assumed): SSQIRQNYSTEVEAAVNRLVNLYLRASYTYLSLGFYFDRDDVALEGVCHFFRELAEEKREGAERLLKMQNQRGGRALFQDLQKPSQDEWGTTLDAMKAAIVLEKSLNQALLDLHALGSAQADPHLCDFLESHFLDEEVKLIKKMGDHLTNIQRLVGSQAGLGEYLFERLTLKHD
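Apoferritin-based anesthetic binding model; compound displacement of fluorescent 1-AMA measured as endpoint fluorescence after 10 minutes at room temperature, scaled to free-ligand and complex controls.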
Pol iota inh: qHTS for Inhibitors of Polymerase Iota; DNA polymerase iota (Homo sapiens), Q9UNA4; Pol iota fluorescent replication assay, 10 min; Potency, µM (series often up to 115 µM), without a hit: top-dose activity, negative = inhibition, usual class: inhibitors; 390,000 compounds, 1% hits; also: potency is read from the fitted curve at half-maximal effect
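Fluorescent replication assay read twice, at 0 min and 10 min after adding 50 nM (final) substrate. Enzyme (10 nM) and compounds were first incubated 15 min at room temperature; enzyme-free buffer wells were negative controls.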
POLK inh: qHTS for Inhibitors of Polymerase Kappa | AID 588579, 2011 | DNA polymerase kappa (Homo sapiens), Q9UBT6 | purified Pol kappa, fluorescent DNA synthesis assay, 10 min | Potency, µM (titrated, usually from 107 µM), for inactives: top-dose activity, negative = inhibition, hits mostly inhibitors | 400,000 compounds, 0.53% hits; also: potency is read from the fitted curve at half-maximal effect; % is scaled to controls: 0 for no effect and ±100 for the full control effect
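Kinetic fluorescence screen: compound preincubated 15 min RT with 10 nM enzyme; 50 nM substrate (final) initiates; reads at 0/10 min.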
APEX1 inh: qHTS Assay for Inhibitors of the Human Apurinic/apyrimidinic Endonuclease 1 (APE1). DNA repair nuclease/redox regulator APEX1 (Homo sapiens), P27695. recombinant APE1, TAMRA/BHQ-2 abasic DNA cleavage fluorescence. Potency, µM (doses to about 65.8 µM), without a hit: at the highest dose activity change, negative = inhibition, actives largely listed as inhibitors. 350,000 compounds, 0.35% hits;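 also: potency is read from the fitted curve at half-maximal effect; plate controls were vehicle for no effect and reference inhibitor for full effect; nearly all actives have a fitted effect of over 55% in size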
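Endonuclease cleavage of a quenched abasic-site DNA duplex (50 nM) by APE1 (0.75 nM) was tracked by TAMRA dequenching. Compounds were preincubated with enzyme 15 min at room temperature; data normalized to buffer-only and DMSO wells plus NSC13755 control.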
Tb PGK inh: qHTS Assay to Find Inhibitors of Phosphoglycerate Kinase. Phosphoglycerate kinase, glycosomal (Trypanosoma brucei brucei), P07378. PGK/GAPDH coupled, Kinase-Glo luminescence, 60 min. Potency, µM (top dose mostly 57.5 µM), inactives show at the top dose activity change, negative = inhibition, usual class: inhibitors. 380,000 compounds, 0.043% hits. AID 602233, 2012; also: potency is read from the fitted curve at half-maximal effect; % is scaled to controls: 0 for no effect and ±100 for the full control effect; nearly all actives have a fitted effect of over 60% in size
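Luminescent ATP detection (Kinase-Glo Plus) follows a 60-minute room-temperature incubation, with wells lacking PGK as controls. Buffer: 100 mM TEA (pH 7.6), 5 mM MgCl2, 0.01% Tween-20. Coupling enzyme GAPDH (100 nM final) supplies unstable 1,3-BPG in-well.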
Pol beta inh: qHTS Assay for Inhibitors of DNA Polymerase Beta; Pol beta primer extension/strand displacement, fluorescence kinetic; Potency, µM (highest dose often 114 µM), without a hit: at the top dose activity change, negative = inhibition, most hits filed as inhibitors; 340,000 compounds, 1.3% hits; AID 485314, 2010; also: potency is read from the fitted curve at half-maximal effect; % is scaled to controls: 0 for no effect and ±100 for the full control effect
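Reaction started by 50 nM substrate onto compound-treated Pol beta (10 nM, 15 min preincubation, room temperature); plates read at 0 min and 10 min. Normalized concentration-effect data fitted by four-parameter Hill equation.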
BLM helicase inh: qHTS Assay for Inhibitors of Bloom's syndrome helicase (BLM); RecQ-like DNA helicase BLM (Homo sapiens), P54132; recombinant BLM DNA unwinding, fluorescence dequenching; Potency, µM (doses to about 56.1 µM), without a hit: at the top dose activity change, negative = inhibition, hits mostly inhibitors; 350,000 compounds, 0.2% hits; AID 2528, 2010;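 also: potency is read from the fitted curve at half-maximal effect; plate controls were vehicle for no effect and no enzyme for full effect; nearly all actives have a fitted effect of over 35% in size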
Starred values were filed as active, the others as inactive; [ ] = remark or other dose. Unless noted, calls follow the shape of the dose curve; as a rule, active = well fitted curve in the direction sought with a large enough effect; inconclusive = small, poorly fitted or top-dose-only effect, or another doubt; inactive = no such curve, though single readings can be large; an effect the other way counts as inactive or inconclusive.

`CCOc1ccc(S(=O)(=O)NC(C)C(=O)NCc2ccccn2)cc1` (stereo not drawn) gave POLH inh 10%, RXFP1 antag 12, Anesthetic bind -1%, Pol iota inh 67%[activator], POLK inh -8%, APEX1 inh 51%[activator], Tb PGK inh -6%, Pol beta inh -11% and BLM helicase inh -1%.
`Cn1c(-c2ccccc2[N+](=O)[O-])[n+](C)c2ccccc21` gave POLH inh -8%, RXFP1 antag -4, Anesthetic bind 5%, Pol iota inh -22%, POLK inh 6%, APEX1 inh -3%, Tb PGK inh -4%, Pol beta inh 2% and BLM helicase inh -1%.
Screening C#CCOCCOCCOCCNc1nc(N2CCN(C(=O)CCCCCCCCCCNC(=O)Cn3cc(CCCCCN)nn3)CC2)nc(N2CCN(C(=O)CCCCCCCCCCNC(=O)[C@H](CO)n3cc(CCCCCN)nn3)CC2)n1 returned POLH inh -17%, Pol iota inh inconclusive, POLK inh 3%, APEX1 inh 56%[activator] and Tb PGK inh 10%.
Screening Cc1cccc(N2CCN(C(=O)CCN3C(=S)NC(C)(C)CC3C)CC2)c1C (stereo not drawn) returned POLH inh -8%, RXFP1 antag -8, Anesthetic bind -11%, Pol iota inh 231%[activator], POLK inh 0%, APEX1 inh -4%, Tb PGK inh -7%, Pol beta inh 25% and BLM helicase inh -5%.
Screening Cn1c(SCc2ccc(C(=O)Nc3nccs3)cc2)nnc1-c1ccccc1 returned POLH inh -1%, RXFP1 antag -6, Anesthetic bind -11%, Pol iota inh -5%, POLK inh -15%, APEX1 inh 3%, Tb PGK inh -4%, Pol beta inh 8% and BLM helicase inh 1%.
Screening CC1Cc2nc(SCC(N)=O)n(Cc3ccccc3)c(=O)c2S1 (stereo not drawn) returned POLH inh -4%, Anesthetic bind 4%, Pol iota inh -8%, POLK inh -2%, APEX1 inh 0%, Tb PGK inh 3%, Pol beta inh 20% and BLM helicase inh 1%.
Cc1ccc(-c2nnc(Nc3ccc(O)cc3)c3ccccc23)cc1S(=O)(=O)N1CCOCC1 was read as POLH inh -7%, RXFP1 antag -14, Anesthetic bind -14%, Pol iota inh 3%, POLK inh 0%, Tb PGK inh -7%, Pol beta inh 2% and BLM helicase inh -7%.
Screening CCOc1ccccc1C1C(C(=O)Nc2ccccc2OC)=C(C)Nc2nc3ccccc3n21 (stereo not drawn) returned POLH inh 2%, Anesthetic bind -3%, Pol iota inh 8%, POLK inh 1%, Tb PGK inh -6%, Pol beta inh -1% and BLM helicase inh -4%.
For Cc1ccccc1-c1nc(CN(Cc2c(C)nn(C)c2C)C2CC2)c(C)o1 the results were POLH inh 2%, RXFP1 antag -20, Anesthetic bind -23%, Pol iota inh -11%, POLK inh -6%, APEX1 inh -1%, Tb PGK inh -4%, Pol beta inh 3% and BLM helicase inh 1%.
Screening CCCCc1n[nH]c(=S)n1Cc1ccccc1 returned POLH inh -7%, RXFP1 antag 7, Anesthetic bind -12%, Pol iota inh 2%, POLK inh -4%, APEX1 inh 4%, Tb PGK inh -1%, Pol beta inh 106%[activator] and BLM helicase inh -3%.
For Cc1ccc(S(=O)(=O)N2CCCCC2)cc1C(=O)NCc1ccc(S(N)(=O)=O)cc1 the results were POLH inh 0%, RXFP1 antag -8, Pol iota inh 16%, POLK inh -14%, APEX1 inh -3% and Tb PGK inh -3%.
For CC(=O)OCCn1c(Br)nc2c1c(=O)[nH]c(=O)n2C the results were POLH inh -4%, RXFP1 antag 11, Anesthetic bind -8%, Pol iota inh 27%, POLK inh -14%, APEX1 inh 3%, Tb PGK inh -8%, Pol beta inh 14% and BLM helicase inh -3%.

Entries above that have an NH in an aromatic ring:
Screening CCCCc1n[nH]c(=S)n1Cc1ccccc1 returned POLH inh -7%, RXFP1 antag 7, Anesthetic bind -12%, Pol iota inh 2%, POLK inh -4%, APEX1 inh 4%, Tb PGK inh -1%, Pol beta inh 106%[activator] and BLM helicase inh -3%.
For CC(=O)OCCn1c(Br)nc2c1c(=O)[nH]c(=O)n2C the results were POLH inh -4%, RXFP1 antag 11, Anesthetic bind -8%, Pol iota inh 27%, POLK inh -14%, APEX1 inh 3%, Tb PGK inh -8%, Pol beta inh 14% and BLM helicase inh -3%.

Next section
For CCOC(=O)c1cnc(-n2nc(C)cc2C)nc1Nc1ccc(OC)cc1 the results were POLH inh 4%, RXFP1 antag 4, Anesthetic bind -1%, Pol iota inh 7%, POLK inh -17%, APEX1 inh 6%, Tb PGK inh -10%, Pol beta inh -13% and BLM helicase inh 0%.
For COc1ccc(Br)cc1/C=N/NC(=O)C(c1ccncc1)N1CCOCC1 (stereo not drawn) the results were POLH inh -9%, RXFP1 antag 10, Anesthetic bind -1%, Pol iota inh 281%[activator], POLK inh -11%, APEX1 inh 13%, Tb PGK inh 3%, Pol beta inh 53% and BLM helicase inh -1%.
CC(=O)NC(c1cccc([N+](=O)[O-])c1)c1c(OC(C)=O)ccc2ccccc12 (stereo not drawn) was read as POLH inh 0%, RXFP1 antag 4, Pol iota inh 15%, POLK inh -3% and Tb PGK inh -7%.
Screening O=S1(=O)CCN(Cc2ccccc2C(F)(F)F)CC1 returned POLH inh -6%, RXFP1 antag -4, Anesthetic bind -7%, Pol iota inh 41%[activator], POLK inh -5%, APEX1 inh 4%, Tb PGK inh -8%, Pol beta inh 21% and BLM helicase inh -5%.
`COc1ccc(O)c(/C=N/NC(=O)CSc2nnc(C)n2-c2ccccc2)c1` gave POLH inh -12%, RXFP1 antag -7, Anesthetic bind -16%, Pol iota inh inconclusive, POLK inh -16%, APEX1 inh -1%, Tb PGK inh -5%, Pol beta inh 17% and BLM helicase inh 0%.
`Clc1ccccc1OCc1nc(-c2ccc(Br)o2)no1` gave POLH inh -14%, Anesthetic bind inconclusive, Pol iota inh -11%, POLK inh -3%, APEX1 inh inconclusive, Tb PGK inh -7%, Pol beta inh 15% and BLM helicase inh -5%.
For O=C1CCCN1CCCN=c1c([N+](=O)[O-])nn(-c2ccc(Cl)cc2)n1O the results were POLH inh -7%, RXFP1 antag 4, Anesthetic bind -13%, Pol iota inh 46%[activator], POLK inh 7%, APEX1 inh -5%, Tb PGK inh inactive, Pol beta inh 5% and BLM helicase inh -5%.
`O=C(Nc1ccccc1-c1ccccc1)c1cccc(C(F)(F)F)c1` gave POLH inh -11%, RXFP1 antag -7, Anesthetic bind -1%, Pol iota inh 15%, POLK inh -15%, APEX1 inh 3%, Tb PGK inh -3%, Pol beta inh 1% and BLM helicase inh -7%.
CN1CCN(CC(O)COC(c2ccc(Cl)cc2)c2ccc(Cl)cc2)CC1 (stereo not drawn) was read as POLH inh -24%, RXFP1 antag -13, Anesthetic bind -2%, Pol iota inh 53%, POLK inh -21%, APEX1 inh 1%, Tb PGK inh inactive, Pol beta inh 14% and BLM helicase inh 1%.
Screening c1ccc(COc2ncnc3c2ncn3CCCN2CCN(c3ccccn3)CC2)cc1 returned POLH inh -11%, Pol iota inh 12%, POLK inh 11% and Tb PGK inh inactive.
For CCS(=O)(=O)n1nc(-c2ccccc2)nc1SC the results were POLH inh -10%, RXFP1 antag 22, Anesthetic bind 0%, Pol iota inh -29%, POLK inh -6%, APEX1 inh -2%, Tb PGK inh -2%, Pol beta inh 8% and BLM helicase inh 0%.
`C=C(C)CNC(=S)N/N=C(\C)c1ccc(-n2ccnc2)cc1` gave POLH inh -7%, RXFP1 antag 0, Anesthetic bind -12%, Pol iota inh 18%, POLK inh -13%, APEX1 inh 0%, Tb PGK inh -4%, Pol beta inh 1% and BLM helicase inh 0%.
For CCc1ccc(-c2[nH]nc3nc(-c4cc(OC)ccc4OC)cc(C(=O)O)c23)cc1 the results were POLH inh -12%, RXFP1 antag -7, Anesthetic bind 38%[activator], Pol iota inh -8%, POLK inh -1%, Tb PGK inh -2%, Pol beta inh -17% and BLM helicase inh -7%.
`CCOC(=O)c1cn(C2CC2)c2c(F)c(NCCCN(C)C)c(F)cc2c1=O` gave POLH inh -18%, RXFP1 antag -11, Pol iota inh 50%[activator], POLK inh -11% and Tb PGK inh 0%.
Screening CCCCCCNC(=O)n1cc(F)c(=O)[nH]c1=O returned RXFP1 antag 1, Anesthetic bind -6%, POLK inh -2%[60.1 µM], APEX1 inh -6% and BLM helicase inh -6%.
`O=C(c1ccc(Cn2cnnn2)cc1)N1CCCC(Nc2ccc(F)cc2)C1` (stereo not drawn) gave POLH inh -11%, RXFP1 antag 2, Anesthetic bind -14%, Pol iota inh 142%[activator], POLK inh -12%, APEX1 inh -4%, Tb PGK inh -3%, Pol beta inh 35% and BLM helicase inh -2%.
Cc1ccc2cc(/C=N/Nc3ccc(C(=O)O)cc3)c(Cl)nc2c1 was read as POLH inh 50µM*, RXFP1 antag -1, Anesthetic bind 5%, Pol iota inh inconclusive, POLK inh -27%, APEX1 inh inconclusive, Tb PGK inh -6%, Pol beta inh 1% and BLM helicase inh -5%.
C[C@H](CO)N1C[C@H](C)[C@@H](CN(C)Cc2ccncc2)Oc2c(NC(=O)c3ccncc3)cccc2C1=O was read as POLH inh -23%, Pol iota inh 4%, POLK inh 11%, APEX1 inh 12% and Tb PGK inh -5%.
For Cc1ccc(S(=O)(=O)N(CC(=O)NCCSC2CCCCC2)c2ccccc2F)cc1 the results were POLH inh -18%, RXFP1 antag -1, Anesthetic bind -17%, Pol iota inh 18%, POLK inh -9%, APEX1 inh 1%, Tb PGK inh -4%, Pol beta inh 40% and BLM helicase inh -7%.

Source: PubChem BioAssay

This is a subset; rates above refer to the full screens.
